Screening results as filed in PubChem BioAssay.
GLP1R inv ag: acts as inverse agonist at human GLP-1 receptor | P43220 | HEK293 GLP-1R CRE-luciferase, luminescence, 24 h; GLP-1R form is constitutively active | actives 1.6% (n = 410,000) | Potency, µM (highest dose often 38.3 µM), for the others: at the highest dose activity change, negative = inhibition, most hits filed as inhibitors; note: potency is the fitted concentration of half-maximal effect; % is set by controls: 0 for no effect and ±100 for the full control effect; nearly all actives have a fitted effect of over 55% in size
Target sequence (P43220 whole entry, looked up): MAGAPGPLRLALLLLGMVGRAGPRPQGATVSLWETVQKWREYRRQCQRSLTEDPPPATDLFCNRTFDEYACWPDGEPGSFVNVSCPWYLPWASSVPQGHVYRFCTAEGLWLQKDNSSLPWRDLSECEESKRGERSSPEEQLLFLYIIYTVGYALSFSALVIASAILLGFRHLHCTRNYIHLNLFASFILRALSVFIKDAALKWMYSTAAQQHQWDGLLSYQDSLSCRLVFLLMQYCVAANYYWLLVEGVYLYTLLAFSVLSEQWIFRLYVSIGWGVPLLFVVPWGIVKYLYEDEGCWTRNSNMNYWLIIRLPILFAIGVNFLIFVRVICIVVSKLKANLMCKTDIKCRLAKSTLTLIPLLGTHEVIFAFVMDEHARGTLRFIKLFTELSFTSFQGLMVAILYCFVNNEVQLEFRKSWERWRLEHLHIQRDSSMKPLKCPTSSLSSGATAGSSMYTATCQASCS
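GLP-1R inverse agonism mode: basal reporter luminescence in engineered HEK293 cells measured after one day of compound exposure at 37 deg C, with a 12 min room-temperature detection step.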
PTHR1 agonist: activates the human parathyroid hormone receptor PTHR1. Q03431. HEK293 GP2 PTHR1 cells, GloSensor cAMP luminescence, 1 h. Potency, µM (titrated, usually from 115 µM), for inactives: at the highest dose activation, actives largely listed as activators. actives 0.075% (n = 410,000); note: potency is the fitted concentration of half-maximal effect; nearly all actives have a fitted effect of over 55% in size; some results filed as inactive show a strong effect at the top dose; inactives centre near -15; many of its hits are not listed in these tables
Target sequence (Q03431 whole entry, looked up): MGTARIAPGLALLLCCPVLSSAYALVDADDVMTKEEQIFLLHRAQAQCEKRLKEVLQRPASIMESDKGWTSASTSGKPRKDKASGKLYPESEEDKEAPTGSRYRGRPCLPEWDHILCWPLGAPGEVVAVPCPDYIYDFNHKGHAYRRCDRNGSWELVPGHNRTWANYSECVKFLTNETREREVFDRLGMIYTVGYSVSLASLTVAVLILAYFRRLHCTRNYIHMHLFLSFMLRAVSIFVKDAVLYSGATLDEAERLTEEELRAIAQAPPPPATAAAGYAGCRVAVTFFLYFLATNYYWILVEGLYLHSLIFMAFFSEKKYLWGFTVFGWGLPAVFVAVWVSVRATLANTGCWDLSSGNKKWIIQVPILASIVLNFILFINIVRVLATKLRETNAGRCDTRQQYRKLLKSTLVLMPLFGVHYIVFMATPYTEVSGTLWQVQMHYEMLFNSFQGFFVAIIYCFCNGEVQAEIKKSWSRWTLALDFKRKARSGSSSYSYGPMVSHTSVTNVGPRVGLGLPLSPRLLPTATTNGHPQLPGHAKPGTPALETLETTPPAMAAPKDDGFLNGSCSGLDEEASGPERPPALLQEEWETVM
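HEK-293-derived GP2 cells expressing PTHR1 and a GloSensor cAMP reporter, 3,000/well, plated overnight, given luciferin plus IBMX (each 0.5 mM as added) for 1 h at 37 °C, then compound for 1 h at 37 °C. Luminescence was read after 15 min at room temperature.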
GLP1R ag: GLP-1 receptor (human) agonism; Potency, µM (titrated, usually from 45.6 µM), for inactives: top-dose activation, most hits filed as activators; P43220; actives 0.007% (n = 380,000); HEK293 GLP-1R CRE-luciferase, luminescence, 4-6 h; cells express a hypersensitive GLP-1R form; note: potency is the fitted concentration of half-maximal effect; % of control where 0% means no effect
EPAC1 antag: EPAC1 (human) antagonism; O95398; EPAC1 GEF assay, Rap1b-BODIPY-GDP exchange fluorescence; Potency, µM (titrated, usually from 115 µM), without a hit: top-dose activity change, negative = inhibition, usual class: inhibitors; actives 0.14% (n = 360,000);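 note: potency is the fitted concentration of half-maximal effect; plate controls were vehicle for no effect and positive control for full effect; nearly all actives have a fitted effect of over 50% in size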
EPAC1 ag: EPAC1 (human) agonism | O95398 | EPAC1 agonist qHTS, biochemical assay; response scale: 100% = response to 6.5 mM cAMP | Potency, µM (doses to about 154 µM), for inactives: at the top dose activation, actives largely listed as activators | actives 0.073% (n = 360,000); note: potency is the fitted concentration of half-maximal effect; nearly all actives have a fitted effect of over 60% in size
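Read-out is the fluorescence drop as BODIPY-GDP leaves Rap1B (480 nm excitation, 540 nm emission), recorded every 5 minutes over 30 minutes. Reactions held 100 nM EPAC1, 250 nM Rap1B–BODIPY-GDP and 50 uM GDP, with 6.5 mM cAMP setting full activation.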
PI5P4K alpha inh: inhibitors of human PI5P4K alpha. PI5P4Kalpha enzyme, ADP-Glo luminescence, 60 min; hits give low values. max response, %. actives 1.2% (n = 330,000). P48426; active = max response of -50% or lower; inconclusive = between -30% and -50%; inactive = -30% or higher; note: value at the top dose of about 77 µM; % is set by controls: 0 for no effect and ±100 for the full control effect
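Enzyme plus substrate dispensed, test compounds pinned in, then ATP (5 microM final) added. After 60 min at RT, ADP-Glo reagent 1 for 45 min and reagent 2 for 30 min preceded luminescence imaging.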
HEK293 tox: cytotoxicity counter-screen for GLP-1 receptor inverse agonists; HEK293 cAMP-luciferase reporter cells, luminescence, 24 h; Potency, µM (doses to about 38.3 µM), for the others: at the top dose activity change, negative = inhibition, actives largely listed as inhibitors; actives 0.13% (n = 410,000); AID 624418;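 note: loss of luciferase light is scored as toxicity; potency is the fitted concentration of half-maximal effect; % is set by controls: 0 for no effect and ±100 for the full control effect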
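Compound-treated cells are incubated 24 hr at 37 deg C under 5% CO2 after a 12 hour attachment period, then luciferase detection reagent is added and luminescence is measured following 12 min at room temperature; lowered signal indicates toxicity.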
PLK1 PBD inh: blocks phosphopeptide binding to human PLK1 polo-box domain. Plk1 PBD binding of FITC phosphopeptide, fluorescence polarization. Potency, µM, for inactives: max response, negative = inhibition, actives largely listed as inhibitors. actives 2.8% (n = 360,000). AID 720504; note: potency is the fitted concentration of half-maximal effect; series mostly up to about 57 µM; % is set by controls: 0 for no effect and ±100 for the full control effect; nearly all actives have a fitted effect of over 65% in size
IL2 activator: activators of IL-2 | IL-2 activation reporter assay, cell-based qHTS; stimulated with anti-CD3/CD4/CD28 beads; in transgenic mouse T cells | activation, % (series mostly up to about 46 µM) | actives 0.065% (n = 360,000) | AID 652025; in the data active = activation above about 50%; inconclusive = mostly about 30% to 49%; note: 0% is about no effect
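EGFP and DsRed fluorescence is measured by plate cytometry in unstimulated transgenic mouse T cells exposed to compound for 60 minutes, then stimulated 18 hours at 37 degrees C with anti-CD3/anti-CD4 beads plus anti-CD28.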
An asterisk follows results filed as active; i = inactive; u = inconclusive; x = not tested or not shown; [ ] = remark or other dose. Unless noted, calls come from the whole dose curve; as a rule, active = well fitted curve in the direction sought with a large enough effect; inconclusive = small, poorly fitted or top-dose-only effect, or another doubt; inactive = no such curve, though single readings can be large; an effect the other way counts as inactive or inconclusive.

SMILES	GLP1R inv ag	PTHR1 agonist	GLP1R ag	EPAC1 antag	EPAC1 ag	PI5P4K alpha inh	HEK293 tox	PLK1 PBD inh	IL2 activator
CCC(C)[C@H](NC(=O)CCn1nnc2ccccc2c1=O)C(=O)O (stereo partly drawn)	26%	i	-9%	4%	-9%	-1	6%	-3%	-1.9
COc1ccccc1NC(=O)CCS(=O)(=O)c1ccccc1	-3%	-16%	7%	8%	-8%	2	6%	0%	1.1
CSc1ccccc1NC(=O)CN(C)C(=O)CNc1ccc(C(F)(F)F)cc1[N+](=O)[O-]	4%	i	-1%	-16%	-3%	1	7%	-6%	-0.1
CN(C)c1ccc(CNn2cnnc2SCC(=O)NC(C)(C)C)cc1	-8%	i	1%	7%	3%	-2	2%	-10%	-2.2
Cc1cc(C)c2nc(SCC(=O)NNC(=O)c3ccco3)c(C)cc2c1	-5%	-8%	17%	-15%	6%	-1	-3%	-11%	-3.2
CCOc1ccc(OCC(=O)OC(C)C(=O)Nc2ccc(Cl)cn2)cc1 (stereo not drawn)	-10%	i	-2%	-15%	2%	9	2%	-1%	-2.7
Cc1cc(C)cc(N(C(=O)CNC(=O)c2ccco2)C(C(=O)NC2CCCC2)c2cccnc2)c1 (stereo not drawn)	1%	-8%[57.5 µM]	-6%	-3%	9%	-2	75%	-13%	-1.9
CCOC(=O)NC(=O)C(/C=N/c1sccc1C(=O)OC)=C(\C)O	1%	i	-1%	-15%	-11%	0	4%	-29%	-0.8
O=C(NCc1cccnc1)Nc1cccc(F)c1	20%	-9%	2%	3%	14%	-26	0%	-8%	2.2
O=C(NCc1ccco1)c1cccc(NC(=O)c2ccco2)c1	0%	20%	-1%	-12%	-12%	x	3%	-19%	-4.1
Nc1ccc2c(c1)nnn2-c1ccccc1	57%[activator]	-5%	10%	-3%	2%	3	3%	-24%	-2.9
CC(C)CC(=O)Nc1cccc(-c2cn3ccsc3n2)c1	14%	-18%	-16%	3%	5%	-7	-3%	-10%	1.1
O=C(CN1CCCC1)N/N=C/c1c(O)ccc2ccccc12	2.8µM*	-4%	-6%	-29%	4%	-11	4%	5%	-2.2
CCOC(=O)c1c(C)[nH]c(C)c1S(=O)(=O)NCCN1CCN(c2ccccc2F)CC1	u	-86%[inhibitor]	-4%	-13%	-4%	3	5%	-10%	-4.4
Cc1nnc(SCc2ccon2)n1-c1ccccc1	2%	i	-9%	2%	-4%	x	-2%	0%	-2.0
COc1cccc(/C=C/C(=O)Nc2ccc3c(c2)OCCO3)c1	u	-36%[inhibitor]	12%	-9%	2%	-5	-6%	6%	-0.4
Cc1cc(N2C(=O)C(=O)/C(=C(/O)c3ccccc3)C2c2cccs2)no1 (stereo not drawn)	-18%	-7%[57.5 µM]	-7%	-4%	0%	2	-23%	u	0.7
CCN1C(=O)C2(C(C#N)=C(N)Oc3n[nH]c(-c4ccccc4)c32)c2ccccc21 (stereo not drawn)	5%	i	10%	-3%	6%	1	2%	-4%	-2.6
COc1ccc(C(=O)N/C(=C\c2cn(S(=O)(=O)N(C)C)c3ccccc23)C(=O)N2CCOCC2)cc1	14%	i	8%	-28%	10%	0	-18%	u	-4.5
NN/C(=C\[N+](=O)[O-])Nc1ccccc1	25%	-48%[inhibitor]	9%	-8%	-1%	-4	1%	0%	-2.8
COC(=O)C(=Cc1ccc(-c2ccsc2C(=O)OC)o1)C(=O)OC	-26%	-65%[inhibitor]	11%	u	7%	10	u	-15%	-2.6
COc1nnc(-c2ccc(C)c(S(=O)(=O)NC(C)(C)CO)c2)c2ccccc12	135%[activator]	i	16%	-7%	-5%	0	-10%	-12%	-0.7
CCN(CC(=O)NCc1ccc(F)cc1)C(=O)COc1ccc(C)c(C)c1	-5%	i	1%	6%	-3%	-3	-7%	-5%	-5.2
COc1cc2sc(C)nc2c2sccc12	21%	i	18%	-2%	1%	0	-3%	-9%	-1.4
O=C(NCc1ccccc1Br)C1CCCO1 (stereo not drawn)	-13%	i	-4%	7%	-3%	-1	4%	2%	0.1
More structures follow:
SMILES	GLP1R inv ag	PTHR1 agonist	GLP1R ag	EPAC1 antag	EPAC1 ag	PI5P4K alpha inh	HEK293 tox	PLK1 PBD inh	IL2 activator
Cc1ccc(C(=O)OCC(=O)Nc2ccccc2)cc1NC(=O)c1ccco1	-9%	i	16%	-10%	2%	0	3%	-4%	0.6
CN(C)c1nc(SCC(=O)Nc2ccccc2)nc(N2CCOCC2)n1	2%	-2%	15%	-15%	2%	2	0%	-5%	-3.0
CCOC(=O)c1ccccc1NC(=O)c1cn(-c2ccc(OC)cc2)c(=O)c2ccccc12	19%	i	2%	6%	9%	30	0%	0%	-0.2
COC(=O)CN1C(=O)N(c2ccccc2)C(N(O)C(=O)Nc2ccccc2)C1(C)C (stereo not drawn)	0%	-5%[57.5 µM]	-3%	-6%	0%	x	5%	-7%	-0.9
COc1ccccc1NC(=O)CSc1nncn1N	-9%	-5%	1%	-28%	4%	5	-5%	-12%	-0.1
Cc1ccc2ccc3cc(C(=O)Nc4ccc(C)c(F)c4)nc3c2[nH]1	u	i	-6%	x	x	x	-34%	x	x
Cc1c(C(=O)O)sc(S(=O)(=O)N2CCN(C(=O)Cc3ccc(F)cc3)CC2)c1C(=O)O	31%[activator]	-10%	-3%	12%	5%	-7	-7%	-12%	0.8
COc1ccc(C(=O)Nc2nc(-c3cccs3)c(NC(C)=O)s2)cc1	-20%	i	-15%	-9%	-1%	-7	-29%	-13%	-1.6
Nc1ncnc2c1ncn2[C@@H]1O[C@H](C(=O)NS(=O)(=O)c2cccs2)[C@@H](O)[C@H]1O	25%	-13%	-5%	u	-7%	-4	-3%	-9%	-0.6
CCOC(=O)C1(Cc2ccccc2C)CCCN(C(=O)c2ccc(OC)o2)C1 (stereo not drawn)	u	-12%	-1%	-12%	-11%	3	0%	-8%	1.6
CCOC(=O)C1(Cc2ccc(OC)cc2)CCN(C(=O)c2cccc3nccnc23)CC1	1%	-8%	-6%	6%	-3%	4	7%	-8%	-0.4
O=C(CN1CCc2ccccc2C1)Nc1ccc(OC(F)(F)F)cc1	u	i	9%	u	-8%	22	-7%	-16%	-3.7
O=C(OC(c1ccccc1)c1nccc2ccccc12)c1cc([N+](=O)[O-])cc([N+](=O)[O-])c1 (stereo not drawn)	u	-6%	-15%	-21%	5%	4	-2%	-7%	0.5
O=C(Cc1ccccc1F)Nc1ccc(S(=O)(=O)N2CCCC2)cc1	u	-22%	12%	-25%	10%	0	-23%	-6%	-0.6
O=C(CCNc1cc(Cl)cc(Cl)c1)c1ccco1	u	i	-4%	0%	0%	0	0%	-3%	3.2
COc1ccc(CC(N)c2csc(Nc3cnccn3)n2)cc1 (stereo not drawn)	4%	8%	6%	24%	-1%	11	-7%	-4%	-0.3
C#CCOCCOCCOCCNc1nc(N2CCN(C(=O)[C@H](CC(N)=O)n3cc(C(N)[C@@H](C)CC)nn3)CC2)nc(N2CCN(C(=O)[C@H](CCCCN)n3cc([C@@H](N)CC(N)=O)nn3)CC2)n1 (stereo partly drawn)	-13%	i	-4%	-5%	8%	24	-6%	3%	0.4
CCOC(=O)CSc1nnc(CNC(=O)c2ccc(S(=O)(=O)N3CCCCC3)cc2)n1C	0%	i	-11%	1%	-1%	x	-16%	0%	-0.1
CCn1cnc2cc(NCc3ccccc3Cl)ccc21	-18%	-3%	20%	-19%	5%	2	-7%	-11%	-4.6
CC(C)c1ccc(S(=O)(=O)N2CCN(C(=O)c3cccc(S(=O)(=O)N4CCOCC4)c3)CC2)cc1	u	-10%	-6%	-2%	3%	1	2%	-2%	-0.7
COc1ccc(N2CCN(C(=O)CCCN3C(=O)c4cccc5cccc(c45)C3=O)CC2)cc1	u	i	-1%	5%	6%	x	u	-11%	-2.7
C=CCN1C(=O)/C(=c2\sc3nc(=O)c(Cc4ccc(OC)c(OC)c4)nn3c2=O)c2ccccc21	14%	-10%	4%	2%	2%	-28	-7%	11µM*	-2.5
S=C(S)OC1CC2CC1C1CCCC21 (stereo not drawn)	7%	i	-5%	-7%	-15%	-21	3%	u	-0.2
COc1ccc(CNCc2ccc([N+](=O)[O-])cc2)cc1OC	2%	i	3%	3%	15%	-2	6%	-12%	0.5
O=C(/C=C/c1ccccc1)NC(=S)N1CCSCC1	4%	i	-2%	0%	-1%	-11	2%	u	-0.6
The listing continues.
SMILES	GLP1R inv ag	PTHR1 agonist	GLP1R ag	EPAC1 antag	EPAC1 ag	PI5P4K alpha inh	HEK293 tox	PLK1 PBD inh	IL2 activator
COCCN1C(=O)CN(S(C)(=O)=O)CC1(C)C(=O)Nc1c(C)cccc1C (stereo not drawn)	4%	i	x	8%	11%	-4	-19%	-12%	-0.7
Cc1ccc(-c2nnc3sc(C4COc5ccccc5O4)nn23)cc1 (stereo not drawn)	4%	-19%[57.5 µM]	-15%	-7%	-1%	x	2%	-10%	-2.7
COc1cccc(/C=N/Nc2ccccc2C(=O)O)c1O	u	-30%[inhibitor]	-2%	-14%	-8%	-9	11%	-6%	-2.2
Cn1cc(C(=O)c2cccc(Cl)c2Cl)cc1C(=O)O	0%	u	4%	24%	9%	x	5%	-5%	-1.4
Cc1ccc(-c2nc3cc(NC(=O)C(C)C)ccc3o2)cc1	u	-64%[inhibitor][57.5 µM]	11%	-5%	15%	5	-29%	-6%	-0.4
O=C(Nc1cccc(C(=O)N2CCCC2)c1)c1ccccc1	-8%	-9%[57.5 µM]	-1%	8%	-2%	x	-6%	2%	-2.2

An excerpt; count on the stated rates, not on these rows.
